Tb PYK inh: qHTS of Trypanosoma Brucei Inhibitors; pyruvate kinase (Trypanosoma brucei), Q57TT1; TbPYK enzyme, Kinase-Glo Plus ATP luminescence, 45 min; Potency, µM (doses to about 76.8 µM), inactives show at the top dose activity, negative = inhibition, usual class: inhibitors; 0.12% of 410,000 active; AID 624173, 2012; active = well fitted inhibition curve with a large enough effect; also: nearly all actives have a fitted effect of over 50% in size
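Luminescent Kinase-Glo Plus end-point after 45 min room-temperature reaction of T. brucei pyruvate kinase started with 130 uM ADP (final). Buffer TEA 50 mM pH 7.2 with KCl, MgCl2, BSA, Tween-20; titration-based qHTS with fitted concentration-effect curves.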
* hit, by the source's call; [ ] = remark or other dose. % is scaled to controls: 0 for no effect and ±100 for the full control effect; potency is read from the fitted curve at half-maximal effect. An excerpt, so the mix of outcomes need not match the whole.

CSc1ncc(C(=O)NCc2ccc(Cl)cc2)c(C(F)(F)F)n1 was read as Tb PYK inh -2%.
`O=S(=O)(c1ccccc1)c1nc(-c2cccs2)oc1SCc1ccc(F)cc1` gave Tb PYK inh -4%.
For Cc1cccc(N2CCN(C(=O)CCS(=O)(=O)c3ccc4c(c3)CC(=O)N4C)CC2C)c1 (stereo not given) the results were Tb PYK inh 5%.
For Cc1cc(NC(=O)CN(C)S(=O)(=O)c2ccc3c(c2)CCCC(=O)N3)ccc1Br the results were Tb PYK inh -5%.
Screening O=c1c(-c2ccccc2)nc2cnc(N3CCNCC3)nc2n1C1CC1 returned Tb PYK inh 4%.
Screening CC(C)c1ccc(NC(=O)Cn2c(=O)oc3cc(S(=O)(=O)N4CCCC4)ccc32)cc1 returned Tb PYK inh 0%.
For CN(C)c1ccc(C(CNS(=O)(=O)c2ccc(F)cc2)N2CCCC2)cc1 (stereo not given) the results were Tb PYK inh 2%.
For COc1ccc(NC(=O)N2CCC(CN3CCCC3)CC2)c(OC)c1 the results were Tb PYK inh -3%.
C=C1/C(=C\C=C2/CCC[C@@]3(C)[C@@H]([C@H](C)OCCC(C)(C)O)CC[C@@H]23)C[C@@H](O)C[C@@H]1O was read as Tb PYK inh 3%.
For Cc1ccc(S(=O)(=O)NCCc2nnc3ccc(SCC(=O)Nc4ccc(OC(F)(F)F)cc4)nn23)cc1 the results were Tb PYK inh 2%.
CCOc1ccc(CCNC(=O)C2CCN(Cc3nc(-c4ccccc4C)oc3C)CC2)cc1OCC was read as Tb PYK inh 0%.
`COc1ccc(N2CCN(C(=O)c3cccc(NC(=O)c4nsc5ccccc45)c3)CC2)cc1` gave Tb PYK inh -9%.
`CCOc1ccc(NC(=O)Cn2c(=O)n(Cc3ccccc3)c(=O)c3c4c(sc32)CN(C(C)=O)CC4)cc1` gave Tb PYK inh -3%.
For CCOC(=O)c1sc(N2C(=O)c3oc4cc(C)c(C)cc4c(=O)c3C2c2ccc(C)cc2)nc1C (stereo not given) the results were Tb PYK inh -2%.
For CC(C)Oc1ccc(C(=O)Nc2ccc3c(c2)CCCN3C(=O)c2cccs2)cc1 the results were Tb PYK inh 3%.
For COc1cc(OC)cc(C(=O)N2CCN(C(=O)COc3ccccc3)CC2)c1 the results were Tb PYK inh -4%.
COC(=O)c1ccccc1-n1cc2c(c1-c1cccc(C)c1)c(=O)n(C)c(=O)n2C was read as Tb PYK inh -3%.
For COc1cccc(NC(=O)CC(=O)Nc2ccc3nc4n(c(=O)c3c2)CCCCC4)c1 the results were Tb PYK inh 3%.
Screening CCOC(=O)c1c(C)[nH]c(C)c1S(=O)(=O)N1CCC(C(=O)N2CCN(c3cccc(Cl)c3)CC2)CC1 returned Tb PYK inh -2%.
`O=C(c1ccc2c(c1)N(Cc1cccc(Cl)c1)C(=O)c1ccccc1S2=O)N1CCN(c2cccc(C(F)(F)F)c2)CC1` (stereo not given) gave Tb PYK inh -2%.

Ordered by number of heavy atoms (smallest number first): some entries from above.
For COc1ccc(NC(=O)N2CCC(CN3CCCC3)CC2)c(OC)c1 the results were Tb PYK inh -3%.
For CN(C)c1ccc(C(CNS(=O)(=O)c2ccc(F)cc2)N2CCCC2)cc1 (stereo not given) the results were Tb PYK inh 2%.
For Cc1cc(NC(=O)CN(C)S(=O)(=O)c2ccc3c(c2)CCCC(=O)N3)ccc1Br the results were Tb PYK inh -5%.
For CC(C)Oc1ccc(C(=O)Nc2ccc3c(c2)CCCN3C(=O)c2cccs2)cc1 the results were Tb PYK inh 3%.
For Cc1cccc(N2CCN(C(=O)CCS(=O)(=O)c3ccc4c(c3)CC(=O)N4C)CC2C)c1 (stereo not given) the results were Tb PYK inh 5%.
For CCOC(=O)c1sc(N2C(=O)c3oc4cc(C)c(C)cc4c(=O)c3C2c2ccc(C)cc2)nc1C (stereo not given) the results were Tb PYK inh -2%.
For Cc1ccc(S(=O)(=O)NCCc2nnc3ccc(SCC(=O)Nc4ccc(OC(F)(F)F)cc4)nn23)cc1 the results were Tb PYK inh 2%.

Continued.
Screening CCc1ccc(CNC(=O)C2CCN(C(=O)c3ccc(-n4c(C)cc5ccccc54)s3)CC2)cc1 returned Tb PYK inh 1%.
`COc1cccc(C2CC(=O)Nc3c2c(=O)n(C)c2nc4ccccc4n32)c1` (stereo not given) gave Tb PYK inh 4%.
For Fc1ccc(Cc2cn3cc(-c4ccccc4)nc3s2)cc1 the results were Tb PYK inh -7%.
Screening O=c1c2sc3ccccc3c2n(Cc2ccccc2F)c(=O)n1Cc1ccccc1 returned Tb PYK inh -4%.
COc1ccc(NC(=O)CN2C(=O)COc3ccc(S(=O)(=O)NC4CCCC4)cc32)cc1OC was read as Tb PYK inh 0%.
CCCN(CCC)C(=O)Cc1c(-c2ccc(Cl)cc2)nc2ccc(Cl)cn12 was read as Tb PYK inh 0%.
Screening CCOC(=O)c1cnn(-c2cccc(F)c2)c1C1CCNCC1 returned Tb PYK inh 6%.
Cc1ccccc1Nc1nn2c(=O)c3ccc(C(=O)NCC(C)c4ccccc4)cc3nc2s1 (stereo not given) was read as Tb PYK inh -12%.
Screening CN(Cc1ccccc1)C(=O)C1CCN(Cc2cc3ccccc3n2Cc2ccccc2)CC1 returned Tb PYK inh 5%.
CCc1ccc(CNC(=O)CCCn2ccc3cc(S(=O)(=O)N4CCCC4)ccc32)cc1 was read as Tb PYK inh 3%.
Cc1ccc(C(CC(=O)NCC2(c3ccccc3)CCCC2)c2ccccc2)c(O)c1 (stereo not given) was read as Tb PYK inh 3%.
Screening Cc1cc(Nc2cccc(Cl)c2)nc2ccc(NC(=O)Cc3c(F)cccc3Cl)cc12 returned Tb PYK inh 0%.
O=C(CSc1nc(-c2ccccc2)no1)N1CCCCC1 was read as Tb PYK inh -2%.
`CCc1ccc(NC(=O)Cn2c(=O)n(CCC(C)C)c(=O)c3cccnc32)cc1` gave Tb PYK inh -2%.
For O=C(Nc1cc(C(F)(F)F)ccc1Cl)c1ccc2c(c1)CCN2S(=O)(=O)c1ccccc1 the results were Tb PYK inh 1%.
O=C(Cn1c(=O)n(-c2ccc(F)c(Cl)c2)c(=O)c2sc3ccccc3c21)NC1CCCCC1 was read as Tb PYK inh 2%.
`Clc1ccc(-c2nc3sccn3c2C=NOCc2ccc(Cl)c(Cl)c2)cc1` gave Tb PYK inh 2%.
For COc1ccc(OC)c(CNC(=O)c2cc(S(=O)(=O)N3CCC(C)CC3)cn2C)c1 the results were Tb PYK inh 4%.
For COc1ccc(-c2nc(Cn3c(=O)cc(C)c4c(C)nn(-c5ccccc5)c43)c(C)o2)c(OC)c1 the results were Tb PYK inh -1%.
Screening CC(=O)c1cccc(NC(c2ccc(F)cc2)c2nnc(-c3ccccc3)o2)c1 (stereo not given) returned Tb PYK inh -4%.
`COc1ccc(C2=NC(c3ccncc3)=Nc3ccc(Br)cc3N2)cc1` gave Tb PYK inh -8%.
Screening O=C(Nc1ccc(F)cc1F)C1CCN(S(=O)(=O)c2ccc3[nH]c(=O)ccc3c2)CC1 returned Tb PYK inh -7%.
CCn1ccc2c(OCC(=O)Nc3ccccc3C)cccc2c1=O was read as Tb PYK inh -6%.
Screening O=C(COc1ccccc1[N+](=O)[O-])Nc1cc(-c2nc3cc(Cl)ccc3o2)ccc1Cl returned Tb PYK inh -1%.
`Cc1ccc(C(=O)N2CCc3cc(CNS(=O)(=O)c4cccs4)ccc32)cc1` gave Tb PYK inh -7%.
For COc1ccc(NC(=O)CC2C(=O)N(c3ccc(C)cc3)C(=O)N2CCc2ccccc2)cc1 (stereo not given) the results were Tb PYK inh 0%.
Screening Cc1ccc2nc(-c3ccc(Cl)c(NC(=O)COc4cccc(C)c4C)c3)oc2c1 returned Tb PYK inh 17%.
For Cc1cccc(N2CCN(CCNC(=O)Nc3ccc(Cl)cc3)CC2)c1C the results were Tb PYK inh -4%.
For CCOC(=O)c1c(C)[nH]c(C)c1S(=O)(=O)N(C)CC(=O)N1CCN(c2cccc(Cl)c2)CC1 the results were Tb PYK inh -2%.
CCN(CC)c1ccc(NC(=O)Cn2nc3c(cc2=O)CCCC3)c(C)c1 was read as Tb PYK inh -15%.
Screening COc1cccc(Nc2ncc3nc(CCc4ccccc4)c(=O)n(CCC#N)c3n2)c1 returned Tb PYK inh 3%.
For CCCCSc1nc(-c2cccc(OC)c2)nc2c1Cc1c(CO)cnc(C)c1O2 the results were Tb PYK inh 3%.
`Cc1ccc(Cl)cc1N1CCN(C(=O)c2ccc3c(c2)CCN3S(=O)(=O)c2ccccc2)CC1` gave Tb PYK inh 3%.
`O=c1c(-c2ccc(Cl)cc2)nc2cncnc2n1Cc1ccccc1` gave Tb PYK inh -4%.
For CC(C)(C)OC(=O)N1CCC(c2nnc(SCc3cccc(Cl)c3)o2)CC1 the results were Tb PYK inh 7%.
`CCn1c(CN2CCC(C)CC2)nc2cc(NC(=O)c3ccc([N+](=O)[O-])cc3)ccc21` gave Tb PYK inh -2%.
CCn1nc(C)c2c(-c3ccccc3)cc(=O)n(C(C)C(=O)NCCc3ccc(Cl)cc3)c21 (stereo not given) was read as Tb PYK inh -6%.
Screening COc1ccc(CNc2nc(-c3ccc(Cl)cc3)nn2C(=O)c2ccccc2)cc1 returned Tb PYK inh 4%.
For Cc1cccc(NC(=O)c2sc(-n3nc(C)c(CCC(C)C)c3C)nc2C)c1 the results were Tb PYK inh -3%.
Screening Cc1cccc(CNC(=O)CCCN2C(=O)c3cccnc3Oc3ccccc32)c1 returned Tb PYK inh 0%[15.4 µM].
Screening Cn1c(=O)oc2cc(S(=O)(=O)NC(CC(=O)O)c3cccc(Br)c3)ccc21 (stereo not given) returned Tb PYK inh -5%.
For CCOC(=O)c1cc(S(=O)(=O)Nc2ccccc2)[nH]n1 the results were Tb PYK inh -5%.
COC(=O)CC1Oc2ccc(Cl)cc2-n2cc(-c3ccc(F)cc3)nc21 (stereo not given) was read as Tb PYK inh -3%.
For CCOc1ccc(C(=O)Nc2cc3c(cc2N2CCCC2)n(C)c(=O)c(=O)n3C)cc1OCC the results were Tb PYK inh -6%.
Screening COc1ccc(S(=O)(=O)Nc2cc3c(cc2NCc2ccccc2)n(C)c(=O)n3C)cc1 returned Tb PYK inh -2%.
CSc1ccc(CNC(=O)c2ccc(NC(=O)c3nsc4ccccc34)cc2)cc1 was read as Tb PYK inh -1%.
Screening CCn1c(=O)cc(OCC(=O)Nc2ccc(C)c(F)c2)c2ccccc21 returned Tb PYK inh 0%.
Screening CCCOC(=O)c1c(NC(=O)c2cc3ccccc3c(=O)o2)sc2c1CCC(C)C2 (stereo not given) returned Tb PYK inh 6%.
`COc1ccc(CC(=O)Nc2sc3c(c2C(=O)Nc2ccccc2)CCCCC3)cc1` gave Tb PYK inh -5%.
Screening COCCNC(=O)C(=O)Nc1c2c(nn1-c1ccccc1)CS(=O)(=O)C2 returned Tb PYK inh 1%.

Structural class: those above containing bromine
For Cc1cc(NC(=O)CN(C)S(=O)(=O)c2ccc3c(c2)CCCC(=O)N3)ccc1Br the results were Tb PYK inh -5%.
`COc1ccc(C2=NC(c3ccncc3)=Nc3ccc(Br)cc3N2)cc1` gave Tb PYK inh -8%.
Screening Cn1c(=O)oc2cc(S(=O)(=O)NC(CC(=O)O)c3cccc(Br)c3)ccc21 (stereo not given) returned Tb PYK inh -5%.

(continued)
`Cc1ccc(-c2nc3c4cnn(-c5cc(Cl)ccc5Cl)c4ncn3n2)cc1` gave Tb PYK inh 3%.
Screening COc1ccc(Br)cc1CNC(=O)c1cnc2sc(N3CCC(C)CC3)nn2c1=O returned Tb PYK inh 2%.
Cc1ccc2nc3c(cc(C(=O)NC4CCCC4)c(=N)n3C(C)C)c(=O)n2c1 was read as Tb PYK inh 3%.
For NS(=O)(=O)c1ccc(NC(=O)C(=O)Nc2ccc3nc4n(c(=O)c3c2)CCCCC4)cc1 the results were Tb PYK inh -1%.
`CCc1ccccc1NC(=O)[C@H](Cc1ccccc1)N1Cc2ccccc2C1=O` gave Tb PYK inh -10%.
Screening O=C(CCCCCn1c(=O)[nH]c2ccccc2c1=O)N1CCN(c2cccc(C(F)(F)F)c2)CC1 returned Tb PYK inh -3%.
CCCN(C(=O)c1cc2c(=O)oc3ccccc3c2s1)c1ccccc1C was read as Tb PYK inh 10%.
Screening CCN(Cc1ccccc1)Cc1c(O)ccc2c(=O)c(-c3ccc(Cl)cc3Cl)coc12 returned Tb PYK inh 0%.
For CCOC(=O)c1ccc(NC(=O)c2oc3c(c2C)-c2nn(Cc4ccccc4Cl)cc2CC3)cc1 the results were Tb PYK inh -7%.
Screening Cc1ccn2c(=O)cc(COc3ccc(NC(=O)C(C)(C)C)cc3)nc2c1 returned Tb PYK inh -4%.
CCOc1ccccc1NC(=O)Cn1c(=O)n(-c2ccc(F)cc2)c(=O)c2sc3ccccc3c21 was read as Tb PYK inh -5%.
`CCc1ccc(OCC(=O)NCC(c2ccc(Cl)cc2)N2CCOCC2)cc1` (stereo not given) gave Tb PYK inh 3%.
`CN1c2ccc(Cl)cc2-c2nc(SCC(=O)Nc3cc(F)ccc3F)ncc2S1(=O)=O` gave Tb PYK inh -2%.
`Cc1oc(-c2ccc(Cl)cc2)nc1CS(=O)CC(=O)NCCc1ccccc1` (stereo not given) gave Tb PYK inh 6%[15.4 µM].

Compound activity: PubChem, National Center for Advancing Translational Sciences (NCATS)
